Compound activity (PubChem)
LMPTP block – LMPTP (human) inhibition; P24666; recombinant LMPTP-A, OMFP fluorogenic substrate, fluorescence intensity; inhibition, % at 20 µM; hit rate 0.22% among 360,000; AID 651560;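 active means compounds that cut the enzyme signal by at least half of the control window in the single-dose screen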;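 further: plate controls were DMSO wells with enzyme plus substrate for no effect and substrate without enzyme for full effect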
Target sequence (P24666 whole entry, looked up): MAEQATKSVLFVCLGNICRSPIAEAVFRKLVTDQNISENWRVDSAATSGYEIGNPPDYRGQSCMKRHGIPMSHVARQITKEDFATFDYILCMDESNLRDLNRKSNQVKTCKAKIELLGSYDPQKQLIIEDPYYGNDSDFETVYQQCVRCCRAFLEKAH
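Test system: LMPTP-A, protein tyrosine phosphatase of low molecular weight; Input: 0.625 nM enzyme; Incubation: 50 min dark incubation at room temperature; Signal: endpoint fluorescence intensity from OMFP dephosphorylation; Read-out basis: % inhibition versus control wells.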
STEP block – STEP (human) phosphatase inhibition; P54829; hit rate 0.25% among 360,000; inhibition, % at 20 µM; recombinant STEP, OMFP fluorogenic substrate, fluorescence;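 active means inhibition at 20 µM, scaled per plate between control wells, above about 37%, limit read from the data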;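 further: 0% = DMSO with enzyme and substrate and 100% = substrate only without enzyme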
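Measure: Control-normalized % inhibition with plate pattern correction | Test system: STEP phosphatase, cell-free reaction | Medium: pH 6.0 Bis-Tris with DTT and Tween 20 | Technique: Fluorescence, 480/540 nm | Times: Reaction 20 min, ambient temperature | Doses: Single compound dose of 20 µM, 1% DMSO final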
MsrA act – activators of bovine methionine sulfoxide reductase A | purified bovine MsrA, absorbance read-out | activation, % at 10.6 µM | hit rate 0.3% among 360,000 | AID 602163; in the data active means activation above about 7.5%;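 further: 0% = vehicle and 100% = reference activator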
Scp-1 inhibitor – inhibitors of human Scp-1 phosphatase. Q9GZU7. Recombinant Scp1, phosphopeptide, malachite green phosphate absorbance. inhibition, % at 20 µM. hit rate 0.88% among 340,000;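 active means inhibition above about 50% at 20 µM, limit read from the data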;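 further: plate controls were DMSO wells with enzyme for no effect and wells lacking enzyme for full effect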
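System: truncated SCP-1 phosphatase (76-261aa); medium: Tris acetate buffer pH 5.5 with MgCl2 and Tween-20; incubation: 45 min room-temperature reaction, 5 min colour, 30 min stabiliser; compound: single 20 µM dose, 1% DMSO; reagent: Phosphorylated 17-residue peptide substrate; read-out: % inhibition at 20 µM; technique: colorimetric free-phosphate detection, absorbance 630 nm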
NRP1-CendR mod – alters CendR peptide binding to human NRP-1; O14786; FAM-RPARPAR peptide binding to NRP-1, fluorescence polarization; inhibition, % at 25 µM; hit rate 0.85% among 360,000;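 active means inhibition or corrected inhibition above about 18%, plus a signal ratio from 0.5 to 1.5, limit read from the data, passing the limit was not always enough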; further: strong numbers were not always called active
eLon inh – inhibits E. coli Lon protease. P0A9M0. purified E. coli Lon protease, fluorescence polarization. inhibition, % at 7.94 µM. hit rate 0.42% among 360,000. AID 602123; in the data active means inhibition above about 13%, passing the limit was not always enough;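 further: 0% = enzyme with probe and DMSO and 100% = no enzyme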
Target sequence (P0A9M0 whole entry, looked up): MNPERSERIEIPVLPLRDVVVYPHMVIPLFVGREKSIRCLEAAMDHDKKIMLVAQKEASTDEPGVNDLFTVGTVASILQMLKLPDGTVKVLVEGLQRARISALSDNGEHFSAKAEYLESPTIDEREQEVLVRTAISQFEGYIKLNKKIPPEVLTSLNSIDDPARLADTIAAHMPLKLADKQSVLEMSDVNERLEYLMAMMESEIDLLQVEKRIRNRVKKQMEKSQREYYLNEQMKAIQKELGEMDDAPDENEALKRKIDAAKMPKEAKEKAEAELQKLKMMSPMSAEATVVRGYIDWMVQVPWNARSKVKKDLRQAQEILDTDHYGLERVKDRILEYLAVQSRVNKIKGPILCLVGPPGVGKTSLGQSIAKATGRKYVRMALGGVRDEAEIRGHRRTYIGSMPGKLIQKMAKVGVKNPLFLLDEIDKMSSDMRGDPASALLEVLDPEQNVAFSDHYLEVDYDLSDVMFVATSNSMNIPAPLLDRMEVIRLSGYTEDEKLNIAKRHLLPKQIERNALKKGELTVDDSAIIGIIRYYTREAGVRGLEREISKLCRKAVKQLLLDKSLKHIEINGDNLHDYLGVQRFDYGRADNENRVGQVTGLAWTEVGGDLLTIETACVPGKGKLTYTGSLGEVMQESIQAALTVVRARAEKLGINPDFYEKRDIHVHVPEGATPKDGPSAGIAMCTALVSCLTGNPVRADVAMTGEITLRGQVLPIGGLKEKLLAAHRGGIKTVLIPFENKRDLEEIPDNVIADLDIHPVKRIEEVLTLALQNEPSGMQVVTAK
MsrA inh – inhibitors of bovine MsrA. AID 651718. purified bovine MsrA, absorbance read-out. inhibition, % at 15.5 µM. hit rate 0.75% among 360,000; in the data active means inhibition above about 4.5%;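 further: 0% = vehicle wells with enzyme and 100% = reference inhibitor wells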
DNMT1 inh – inhibitors of human DNMT1; AID 588458; DNMT1 molecular beacon, Hinp1I cleavage, fluorescence; inhibition (reported as % activation of signal), % at 10 µM; P26358; hit rate 0.83% among 360,000; in the data active means inhibition above about 50%
TbMetRS inhib – blocks T. brucei methionyl-tRNA synthetase activity; inhibition, % at 11.9 µM; hit rate 0.4% among 360,000; purified T. brucei MetRS, ATP depletion, Kinase-Glo luminescence;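 active means inhibition above a per-plate cutoff of the control wells' mean inhibition plus 3 SD, cut at about 5.5% in these data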;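 further: 0% = DMSO wells median and 100% = median of wells with control inhibitor compound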
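assay system = parasite MetRS enzyme | timing = 15 min preincubation, 2 h reaction, all 25 °C | evaluation = percent inhibition relative to median high and low control wells | medium = HEPES buffer containing pyrophosphatase, BSA, spermine, DTT | compound = single dose, 11.9 µM final nominal, 0.9% final DMSO | detection = Kinase-Glo luminescence, ATP depletion format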
SUMO1-SIM PPI – alters human SUMO1 binding to SIM partners; AID 602429; P63165; SUMO1 binding to a labelled peptide, TR-FRET, 1 h; hit rate 0.33% among 360,000; inhibition, % at 20 µM; in the data active means inhibition above about 37%
Target sequence (P63165 whole entry, looked up): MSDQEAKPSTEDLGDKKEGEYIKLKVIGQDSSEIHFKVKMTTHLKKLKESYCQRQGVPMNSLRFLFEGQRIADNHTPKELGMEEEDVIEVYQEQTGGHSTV
The depositor's hits bear a star; nt = not tested or not shown.

SMILES	LMPTP block	STEP block	MsrA act	Scp-1 inhibitor	NRP1-CendR mod	eLon inh	MsrA inh	DNMT1 inh	TbMetRS inhib	SUMO1-SIM PPI
Cc1ccc(C)n1Cc1ccc(C(=O)O)cc1	21	93*	-2	114*	-134	-3	nt	106*	1.1	23
COc1ccc(-c2n[nH]c(=S)o2)c(OC)c1	-2.4	1	1	-10	13	-5	-0.3	3	-0.5	5
Cn1c(=NC(=O)c2ccco2)sc2cccc(F)c21	-1.1	-2	-4	-8	-2	-5	4.2	4	0.2	-6
CC(=O)Nc1sc(C)c(C)c1C(=O)OCC(=O)NCc1ccccc1	1.3	3	-6	-3	7	-2	0.5	4	-0.2	-1
CCC1=NN(C(=O)COc2ccccc2)C(O)(c2ccc(Br)cc2)C1 (centres undefined)	-0.5	-1	-3	1	-6	-4	0.1	-2	-0.4	0
COc1cc([N+](=O)[O-])ccc1NC(=O)Cc1ccc(C)cc1	0.9	1	-4	-8	2	-4	0.8	3	-0.3	-19
COc1ccc(Cl)cc1/C=C1/C(=O)ON=C1C	-0.4	0	-3	4	-10	-2	-0.3	2	-0.5	1
CN(Cc1ccccc1)C(=S)NC(=O)c1ccccc1	1.2	1	-4	-4	-2	1	1.0	-5	-0.3	1
CC(C)Oc1ccc(S(=O)(=O)N2CCOCC2)cc1NC(=O)C1=COCCO1	-0.8	-2	-2	1	-5	-6	-0.7	-1	-0.3	9
CCOC(=O)C1=C(COC(=O)c2ccccc2[N+](=O)[O-])NC(=O)NC1C (centres undefined)	-0.7	2	-3	-3	-5	7	-0.4	14	-0.1	-15
Cc1cc(O)c(C(C[N+](=O)[O-])c2ccc(Cl)cc2)c(=O)o1 (centres undefined)	-1.3	1	-1	-3	-17	-4	0.3	-11	-0.2	0
CCOc1ccc(S(=O)(=O)N2CCCCC2)cc1NC(=O)C1CCC1	-0.9	2	-8	-1	4	11	-0.8	-1	-0.2	6
CCCN(CCC)CCCNC(=O)CCNS(=O)(=O)c1ccc(Br)cc1	-3.3	2	1	11	9	-6	-1.3	0	-0.7	2
Nc1nc2ccccc2cc1-c1cccs1	2.2	-2	-3	-4	8	0	0.8	1	-0.4	-14
Cc1ccc(NC(=O)COC(=O)c2ccc(OC(F)F)cc2)cc1S(=O)(=O)N1CCCCC1	3.4	0	-2	-10	-7	-11	1.4	0	-0.3	2
C=CCN(c1ccccc1Cl)S(=O)(=O)c1cccc(C(=O)OCC(=O)N(C)C2CCS(=O)(=O)C2)c1 (centres undefined)	-1.5	2	-11	3	-3	4	0.4	1	-1.8	2
Cc1ccc[n+](C(C)C(=O)Nc2ccc([N+](=O)[O-])cc2C)c1 (centres undefined)	-1.3	-2	-3	-2	4	2	-0.4	1	0.2	-13
COc1cc(/C=C/C(=O)OCC(=O)N(C)Cc2ccccc2)cc(OC)c1OC	-0.5	1	-4	-2	-4	-7	0.9	1	-0.3	-18
O=C(COC(=O)Cc1ccsc1)NC(c1ccccc1)c1ccccc1	-0.8	2	-3	-5	-3	4	-1.4	1	-0.4	-2
Cc1cc(NS(=O)(=O)c2ccc(NC(=S)NC(=O)c3cccc(S(=O)(=O)N(C)C)c3)cc2)no1	-0.2	-1	-3	-7	3	-2	0.3	0	-0.2	11
COc1ccc(C(=O)NCC(=O)OCC(=O)N2CCCc3ccccc32)cc1	-1.3	1	-3	-5	-2	2	0.5	2	-0.3	-2
COc1ccc(-c2noc(C(=O)NCc3ccc(F)cc3)n2)cc1OC	0.2	0	-10	-1	37*	-11	-0.7	3	-1.4	-4
Cn1c(=O)[nH]c(=O)c2c1nc(CN1CCN(c3ccc(F)cc3)CC1)n2CCN1CCOCC1	-3.9	-1	-5	-7	-3	-3	-0.3	0	-0.4	3
CCOc1ccc(CCNC(=O)COC(=O)c2nn(C)c(=O)c3ccccc23)cc1OCC	-0.4	-2	-6	-3	13	-14	-0.8	4	-0.5	-1
CCCCn1c(SCC(=O)Nc2nnc(C(C)C)s2)nc2c1c(=O)n(C)c(=O)n2C	0.3	-4	0	-9	-3	-3	-0.7	-3	-0.2	7
COc1ccc(S(=O)(=O)Nc2ccc(NC(C)=O)cc2)cc1Cl	-0.4	0	-5	-5	0	-6	-0.1	0	-1.1	0
O=c1cnn(Cc2ccc(F)cc2)c2ccccc12	0.1	2	-4	9	0	1	3.0	1	0.1	-24
COc1ccccc1CN1CC(C(=O)NCC2(O)CCCCC2)CCC1=O (centres undefined)	-0.7	-1	0	nt	0	-2	-1.0	2	0.3	4
Cc1c(C(C)C)c(=O)n(-c2ccc(S(=O)(=O)NC(C)C)cc2)n1C	-1.1	1	-4	-5	9	-3	0.9	7	-1.1	-1
c1ccc(-c2nn3c(Cn4nnc5ccccc54)nnc3s2)cc1	3.1	11	-8	-15	1	-4	1.6	2	-0.5	7
CCOC(=O)c1cccc(NC(=O)COc2ccc([N+](=O)[O-])cc2)c1	0.7	-3	-4	-8	-4	-4	1.1	2	-0.8	-15
O=C(NC1CCCC1)c1ncn[nH]1	-2.3	-1	1	-8	1	2	-0.3	1	-0.5	-4
O=C(NCCNc1ccc([N+](=O)[O-])cc1)c1cccs1	-0.8	2	-4	-2	6	-9	-0.6	0	2.6	-16
O=c1c2ccccc2nnn1COc1ccc(F)cc1Cl	-0.2	1	7	-6	5	-4	-0.6	4	-0.5	-1
CN1CCN(c2nc(-c3ccc(C(C)(C)C)cc3)nc3ccccc23)CC1	0.1	2	-2	2	7	4	-0.2	9	-1.1	-1
Cc1cc(OC(=O)c2ccc(S(=O)(=O)N(C)C)cc2)cc(=O)o1	0.2	-2	5	-10	7	-8	0.7	-1	0.1	7
Cn1nnnc1SCC(=O)Nc1cc(C(C)(C)C)nn1-c1ccccc1	0.9	2	-2	-9	15	-4	-1.4	6	-0.1	0
CCCCN(C(=N)N1CCCCC1)c1nc(C)c([N+](=O)[O-])c(=O)[nH]1	-1.2	0	-4	-12	-1	8	-1.1	1	-0.2	2
O=C(Nc1nc2ccc(Cl)cc2s1)C1CCCO1 (centres undefined)	-0.3	5	0	-3	4	7	0.1	-6	-0.2	1
N#Cc1c(NC(=O)CSc2ncnc3c2cnn3-c2ccccc2Cl)sc2c1CCCC2	4.0	4	2	-3	-12	-14	0.6	-4	0.2	3

Sorted by the number under LMPTP block (ascending): 6 of the compounds above
Structure	LMPTP block
Cn1c(=O)[nH]c(=O)c2c1nc(CN1CCN(c3ccc(F)cc3)CC1)n2CCN1CCOCC1	-3.9
O=C(NC1CCCC1)c1ncn[nH]1	-2.3
COc1ccc(C(=O)NCC(=O)OCC(=O)N2CCCc3ccccc32)cc1	-1.3
Cn1nnnc1SCC(=O)Nc1cc(C(C)(C)C)nn1-c1ccccc1	0.9
c1ccc(-c2nn3c(Cn4nnc5ccccc54)nnc3s2)cc1	3.1
N#Cc1c(NC(=O)CSc2ncnc3c2cnn3-c2ccccc2Cl)sc2c1CCCC2	4.0

Record cards, from the list above.
Entry for CCCCN(C(=N)N1CCCCC1)c1nc(C)c([N+](=O)[O-])c(=O)[nH]1 = LMPTP block = -1.2; STEP block = 0; MsrA act = -4; Scp-1 inhibitor = -12; NRP1-CendR mod = -1; eLon inh = 8; MsrA inh = -1.1; DNMT1 inh = 1; TbMetRS inhib = -0.2; SUMO1-SIM PPI = 2
Entry for Cn1c(=O)[nH]c(=O)c2c1nc(CN1CCN(c3ccc(F)cc3)CC1)n2CCN1CCOCC1 = LMPTP block = -3.9; STEP block = -1; MsrA act = -5; Scp-1 inhibitor = -7; NRP1-CendR mod = -3; eLon inh = -3; MsrA inh = -0.3; DNMT1 inh = 0; TbMetRS inhib = -0.4; SUMO1-SIM PPI = 3

(list continues)
SMILES	LMPTP block	STEP block	MsrA act	Scp-1 inhibitor	NRP1-CendR mod	eLon inh	MsrA inh	DNMT1 inh	TbMetRS inhib	SUMO1-SIM PPI
O=C1c2ccccc2C(=O)N1CC1c2ccccc2CCN1C(=O)C1CCCCC1 (centres undefined)	0.8	-2	0	-14	-5	2	0.1	10	-0.3	-17
Cc1c(C#N)c2ccccc2n1CC(=O)N1CCCc2ccccc21	0.3	-4	-3	-7	8	-8	-0.4	-5	-0.8	1
COc1ccc(/C=N/NC(=O)c2cccc([N+](=O)[O-])c2)cc1OS(=O)(=O)c1ccccc1	2.6	1	1	-11	4	1	-0.1	-13	-1.0	-16
O=C(O)C1=C[C@H](c2ccc(F)cc2)C[C@H](OCc2ccc(CO)cc2)O1	-2.2	4	-4	-2	2	-6	-1.6	6	0.2	-4
COc1ccc2c(=O)cc(-c3ccccc3)n(C)c2c1	-0.2	0	-11	11	6	-3	1.6	3	-0.6	-2
CCOC(=O)N1CCN(C(=O)C2CCN(Cc3ccc(O)c(OCC)c3)CC2)CC1	-1.1	-1	-5	-4	12	3	-0.7	1	-0.4	-1
Cc1ccccc1CN(C)C(C)C(=O)NCc1ccccc1 (centres undefined)	-1.2	1	2	-15	6	-3	-0.3	0	0.0	-1
Nc1c(Br)cc(Br)c2c1[nH]c(=O)c1ccccc12	1.1	1	-3	nt	-19	-3	3.1	43	0.2	2
COc1ccc(-c2ccc3c(c2)O[C@@H](CN(C)C(=O)c2ccccc2F)[C@@H](C)CN([C@@H](C)CO)S3(=O)=O)cc1	0.4	0	-3	nt	-9	-3	0.6	-7	0.3	0
O=c1oc2ccccc2c2c1nc(C(F)(F)F)n2-c1ccccc1	-0.8	-1	2	-6	9	-1	-0.2	2	0.0	2
COc1ccc(Cn2cc(C(=O)c3ccccc3)c(=O)c3cc(OC)ccc32)cc1	0.4	-1	-1	-4	-8	3	0.0	1	-1.9	-3
CCn1c(CNC(=O)COc2ccc(C(C)C)cc2)nnc1SCC(=O)Nc1ccccc1C(C)C	0.4	0	-1	-3	-2	-10	-0.2	-3	-1.0	-2
CC(NC(=O)COC(=O)c1cc(Cl)ccc1O)C1CC2CCC1C2 (centres undefined)	1.6	1	-3	-6	16	0	0.0	-1	-0.5	0
CCOC(=O)C1CCCN(C(=O)Cn2sc3nc(C)cc(C)c3c2=O)C1 (centres undefined)	-0.9	-2	-3	10	-8	1	nt	-2	-0.5	4
CCOC(=O)CSc1nnc(CNC(=O)c2cccc(C)c2)n1-c1ccccc1OC	-0.9	1	-7	-12	-4	-2	-0.2	2	-1.9	12
CSc1nsc(SCC(=O)Nc2ccccn2)n1	-1.0	2	-10	0	1	-8	0.2	-1	-0.9	-2
CC1CCCCN1S(=O)(=O)c1ccc(-n2cnnn2)cc1 (centres undefined)	0.3	1	1	-5	11	2	-0.9	-2	-0.2	4
CSc1ccccc1NC(=O)CSc1nnc(CNC(=O)c2ccccc2F)n1C	-2.6	0	-2	-3	3	-3	1.6	0	0.2	3
CCOC(=O)c1c(C)nc2c(c1-c1ccccc1)C(=O)CCC2	-1.0	2	-11	2	9	-1	-1.0	0	-1.8	3
